Assay outcomes deposited in PubChem by several laboratories.
NPY Y1 blocker: blocks the human neuropeptide Y Y1 receptor; HEK293-CNG Y1 cells, membrane potential fluorescence; NPY at EC95, then isoproterenol; inhibition, % at 3.6 µM; 200,000 tested, 1% active;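 active = inhibition above the campaign mean inhibition of all tested compounds plus 3 SD, cut at about 20% in these data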;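 also: 0% = DMSO wells given NPY plus isoproterenol and 100% = isoproterenol alone without NPY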
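Material: HEK293 Y1/CNG channel cell line; also added: NPY (25 nM), isoproterenol (1 µM), Ro 20-1724 (25 µM); doses: one concentration, 3.6 µM, in 0.4% DMSO; schedule: compound incubation 1 h at room temperature, readout 45 min post-stimulation; technique: membrane potential fluorescence; measure: fluorescence ratio normalized to % inhibition between controls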
p97 inhibitor: human p97 ATPase inhibition; P55072; recombinant p97 ATPase, Kinase-Glo ATP luminescence, 3 h; inhibition, % at 8 µM; 220,000 tested, 0.42% active; in the data active = inhibition above about 15%;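 also: 0% = DMSO vehicle and 100% = wells lacking enzyme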
EP2 mod: EP2 receptor (human) modulation; P43116; EP2-expressing cells, cAMP HTRF FRET, PGE2 co-stimulation; induction, % at 25 µM; 260,000 tested, 0.83% active;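 active = compounds whose cAMP rise, as percent of the full-agonist control response, exceeds 60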;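 also: rat C6 glioma line stably carrying human EP2 under a CMV promoter; the protocol text gives 20 µM as final concentration; 100% = response of wells given 1 µM PGE2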
S1P4 antagonist: antagonists of human S1P4 receptor. inhibition, % at 4.98 µM. S1P4-expressing cells, antagonist mode, reporter read-out. 220,000 tested, 0.26% active. O95977; in the data active = inhibition above about 29%;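 also: 0% = wells stimulated with agonist and 100% = vehicle wells without agonist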
Target sequence (O95977 whole entry, looked up): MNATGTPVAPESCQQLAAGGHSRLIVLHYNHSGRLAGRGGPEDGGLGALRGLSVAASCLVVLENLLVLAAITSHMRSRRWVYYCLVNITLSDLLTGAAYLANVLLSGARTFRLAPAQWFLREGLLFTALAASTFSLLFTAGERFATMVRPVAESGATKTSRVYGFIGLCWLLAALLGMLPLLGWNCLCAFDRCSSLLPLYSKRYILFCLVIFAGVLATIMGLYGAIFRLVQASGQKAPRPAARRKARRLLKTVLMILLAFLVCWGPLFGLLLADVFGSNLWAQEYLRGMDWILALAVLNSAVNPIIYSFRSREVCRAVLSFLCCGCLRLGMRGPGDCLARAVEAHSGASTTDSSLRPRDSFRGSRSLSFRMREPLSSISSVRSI
PGE2 EP2 inh: EP2 receptor (human) inhibition; P43116; C6 glioma cells expressing human EP2, cAMP TR-FRET; cells stimulated with saturating PGE2; inhibition, % at 25 µM; 260,000 tested, 0.52% active; AID 1422;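 active = percent inhibition above 40 after rounding to a whole number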;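 also: rat C6 glioma host cells with rolipram phosphodiesterase inhibitor present; the protocol text gives 20 µM as final concentration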
NPY2 pot ag: human NPY-Y2 potentiation or agonism, primary screen. P49146. cells expressing NPY-Y2, potentiator/agonist read-out. activation, % at 3.6 µM. 220,000 tested, 0.45% active; in the data active = activation above about 27%;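 also: cells stimulated with NPY near EC25 plus isoproterenol at EC100; 0% = vehicle plus submaximal agonist and 100% = vehicle plus saturating agonist; some results beyond the cut were filed as inactive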
Target sequence (P49146 whole entry, looked up): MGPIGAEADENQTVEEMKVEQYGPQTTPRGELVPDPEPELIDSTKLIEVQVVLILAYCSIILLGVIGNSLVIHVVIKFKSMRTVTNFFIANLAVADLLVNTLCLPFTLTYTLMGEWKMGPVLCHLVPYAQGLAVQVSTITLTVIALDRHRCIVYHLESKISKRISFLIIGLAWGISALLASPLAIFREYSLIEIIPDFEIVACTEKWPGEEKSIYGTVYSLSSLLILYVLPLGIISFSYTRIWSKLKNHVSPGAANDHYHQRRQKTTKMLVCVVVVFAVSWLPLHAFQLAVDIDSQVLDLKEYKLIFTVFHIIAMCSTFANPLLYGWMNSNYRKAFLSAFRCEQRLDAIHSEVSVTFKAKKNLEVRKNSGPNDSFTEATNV
NPY-Y1 PAM-ag: human NPY-Y1 potentiation or agonism, primary screen | NPY-Y1 expressing cells, potentiator/agonist activation | 220,000 tested, 0.37% active | activation, % at 3.6 µM; in the data active = activation above about 33%, passing the limit was not always enough;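 also: cells stimulated with NPY at EC10 then isoproterenol at EC100; 0% = low agonist plus stimulus and 100% = saturating agonist plus stimulus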
eIF4E 4G PPI: blocks eIF4E binding to eIF4G; P63073+Q04637; TR-FRET eIF4E-eIF4GI(517-606) binding, 2 h; inhibition, % at 21.7 µM; 220,000 tested, 0.37% active; AID 782;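 active = inhibition above about 30%, limit read from the data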;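 also: 0% = full FRET control wells and 100% = background wells lacking eIF4GI fragment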
S1P4 agonist: agonists of human S1P4 receptor; S1P4-expressing cell line, agonist reporter assay; 220,000 tested, 0.35% active; AID 1509; activation, % at 4.98 µM; in the data active = activation above about 11%;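 also: 0% = DMSO vehicle and 100% = reference agonist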
* marks the source's active call; other numbers are inactive results; . = not tested or not shown; & = joins results of further samples; [ ] = remark or other dose. The list is partial; the hit share may differ from the screen's.

SMILES	NPY Y1 blocker	p97 inhibitor	EP2 mod	S1P4 antagonist	PGE2 EP2 inh	NPY2 pot ag	NPY-Y1 PAM-ag	eIF4E 4G PPI	S1P4 agonist
Cc1ccccc1NC(=O)c1sc2nc3c(c(-c4ccco4)c2c1N)CCCC3	24*	0	20	0	12	-1	-8	-18[fluorescence artefact?]	2.8
c1cc2[nH]snc2c2nc(C3CC3)nc12	-11	1	-29&-44	-8	10&17	2	4	1	3.7
C=CCN(c1ccccc1)S(=O)(=O)c1cccc(C(=O)O)c1	-4	3	46	-5	16	2	15	0[fluorescence artefact?]	2.6
CCC(c1nnc(SCC(=O)N2CCOCC2)n1C1CCCCC1)N(C)C (configuration not stated)	.	5	5	2	10	4	27	3	-0.3
O=C(CSc1nc(Nc2ccccc2)nc(N2CCOCC2)n1)N1CCc2ccccc21	-4	-3	5	-14	6	3	12	-8	-1.6
O=C(COc1ccc(F)cc1)Nc1ccc(-n2cnnn2)cc1	1	0	19	-21	4	5	-19	6	2.3
COc1ccccc1C(=O)Nc1cccc(N(C)S(C)(=O)=O)c1	0	2	19	2	8	0	-20	2	1.3
N/C(=N\OC(=O)c1ccc(Cl)cc1Cl)c1ccccc1	6	1	-19	-6	12	0	-6	-1	-1.6
COc1cccc(NS(=O)(=O)CC23CCC(CC2=O)C3(C)C)c1 (configuration not stated)	-1	0	50	9	4	-17	-10	-1	-0.4
Cc1c(S(=O)(=O)c2ccccn2)c(N)n(Cc2cccc(Cl)c2)c1C	.	2	52	8	6	-12	-1	73*	-0.5
Cc1ccc(-c2nnc(Nc3ccc(CC(N)=O)cc3)c3ccccc23)cc1S(=O)(=O)NCC1CCCO1 (configuration not stated)	.	4	-3	-4	14	-20	1	0	0.3
CC(C)n1c(O)c(N=Nc2ccc(Cl)c(C(=O)O)c2)c2ccccc21	.	4	26	-21	7	4	16	-3	0.4
COc1ccc(/C=N/NC(=O)c2ccc(Br)cc2)cc1CN1CCOCC1	.	9	-41	6	9	3	-5	8	1.4
Cc1ccc(Nc2nc3ccccc3[nH]2)nc1	16	3	-25	8	7	5	-56	1	2.5
Cc1ccc(S(=O)(=O)NCCC(=O)Nc2ccc(Cl)c(Cl)c2)cc1C	-2	-2	-10	-10	9	16	-13	-4	0.0
COc1ccc2c(c1)-c1c(ssc1=S)C(C)(C)N2S(=O)(=O)c1ccc(C)cc1	1	-6	27	-7	2	1	9	1	-0.2
Cc1ccc(N2C(=O)c3n[nH]c(C)c3C2c2ccccn2)cc1 (configuration not stated)	6	4	15	-8	.	-10	13	-3	0.0
COc1ccc(/C=C(\C#N)C(=O)OCC(=O)Nc2c(C)cccc2C(C)C)cc1	2	6	2	-13	5	-5	5	-3	-1.3
CCN(CC)c1ccc(NC(=O)c2ccccc2Br)cc1S(=O)(=O)Nc1ccccc1OC	8	8	-10	-8	6	-2	-4	2	-0.9
COC(=O)c1sccc1NC(=O)C1CC2CCC1C2 (configuration not stated)	2	-4	12	2	10	1	-21	3	-0.3
O=C(CCCN1C(=O)c2ccccc2C1=O)N1CCc2ccccc2C1	5	-6	-15	-9	7	-7	-19	7	1.3
CCOC(=O)N1CCN(C(=O)COc2ccc3c(c2)C(=O)CC2(CCN(C(C)=O)CC2)O3)CC1	6	-2	8	-1	9	7	7	-2	-0.3
O=C(Nc1cccc(Cl)c1)NC1CC2CCC(C1)N2Cc1ccco1 (configuration not stated)	12	1	-39	1	6	-13	-2	0	3.1
CCCCN(C)CCNS(=O)(=O)c1ccc2c(c1)n(C)c(=O)c(=O)n2C	5	12	15	-1	12	3	6	4	-1.8
COc1ccc(OC)c(S(=O)(=O)Nc2ccc(CC(=O)O)cc2)c1	4	0	11	-3	5	-19	-20	-5[fluorescence artefact?]	-0.7
CN(C)C(/C=C/Nc1ccccc1F)=C(C#N)C#N	-2	2	-1	-7	11	3	-19	-7	0.1
O=C(c1noc2c1CCc1ccccc1-2)N1CCc2ccccc2C1	12	-3	-13	-6	7	2	-26	-11	0.2
Oc1ccccc1-c1n[nH]c(=S)n1Cc1ccco1	5	3	5	5	8	8	13	9	-0.7
Cc1noc(NC(=O)c2c(-c3c(Cl)cccc3Cl)noc2C)c1[N+](=O)[O-]	.	3	-1	-1	15	6	26	2	0.7
Cc1cc(-c2csc(NC(=O)c3cccc(S(=O)(=O)N(C)C)c3)n2)c(C)n1-c1ccccc1	-2	3	18	-26	10	-10	-6	1	2.1
COc1ccc(-c2nn(-c3ccccc3)cc2/C=N/NC(=O)c2cccc(S(=O)(=O)Nc3ccccc3OC)c2)cc1	0	4	-26	-18	10	8	-11	-1	1.2
CC(C)c1ccccc1OCCNC(=O)c1cncc(Br)c1	13	-2	-22	9	1	-4	9	-2	0.9
COc1ccc(CCNC(=O)c2ccncc2)cc1OC	4	1	15	-17	14	12	-7	-1	1.0
Cc1cc(C)nc(SCc2cn3cc(Cl)ccc3n2)n1	8	7	-25	-12	6	2	2	7[fluorescence artefact?]	0.2
CCn1c(C)nc2cc(C(=O)N/N=C(\C)c3ccc(OC)cc3O)ccc21	1	-6	-27	-5	5	-15	-13	-1	0.1
O=C(CN1CCCCC1)Nc1ccccc1	-2	0	19	-2	9	-23	-3	5[fluorescence artefact?]	-3.6
COc1ccc(N2CCN(C(=O)C(CCSC)N=C3NS(=O)(=O)c4ccccc43)CC2)cc1 (configuration not stated)	1	5	21	-14	7	18	11	4	1.1
CC(=O)c1ccccc1OCCOCCOc1ccccc1C(C)=O	6	1	13	-20	14	3	-16	-2	0.5
Cc1cccn2c(=O)c(/C=C(\C#N)S(=O)(=O)c3ccccc3)c(Oc3ccc(Cl)cc3)nc12	-1	3	17	-7	4	9	0	-3	3.8
CN(CC(=O)NC1CCCc2ccccc21)S(=O)(=O)c1ccc2c(c1)c(=O)n(C)c(=O)n2C (configuration not stated)	-3	-5	-13	-15	10	-3	-11	-5	-0.3
CC1=NN(C(=O)c2cccnc2)C(O)(C(F)(F)F)C1 (configuration not stated)	-2	4	30	-22	3	2	2	1	0.7
CC(C)N(C(=O)C[n+]1ccsc1N)c1ccccc1	5	3	11	16	5	-4	-14	0	-0.9
N#Cc1c(-c2ccc(F)cc2)cc(C2CC2)nc1SCC(=O)c1cccs1	1	6	63*	0	31	0	0	8	-1.1
O=[N+]([O-])c1ccc(OCCO)nc1	.	3	4	-3	4	-7	-3	2	0.0
CCCNC(=O)N1CCN(S(=O)(=O)c2ccc(C)cc2)CC1	4	0	-14	-7	10	19	5	4	-2.0

Structural class, those above with bromine (3)
SMILES	NPY Y1 blocker	p97 inhibitor	EP2 mod	S1P4 antagonist	PGE2 EP2 inh	NPY2 pot ag	NPY-Y1 PAM-ag	eIF4E 4G PPI	S1P4 agonist
COc1ccc(/C=N/NC(=O)c2ccc(Br)cc2)cc1CN1CCOCC1	.	9	-41	6	9	3	-5	8	1.4
CCN(CC)c1ccc(NC(=O)c2ccccc2Br)cc1S(=O)(=O)Nc1ccccc1OC	8	8	-10	-8	6	-2	-4	2	-0.9
CC(C)c1ccccc1OCCNC(=O)c1cncc(Br)c1	13	-2	-22	9	1	-4	9	-2	0.9

(listing goes on)
SMILES	NPY Y1 blocker	p97 inhibitor	EP2 mod	S1P4 antagonist	PGE2 EP2 inh	NPY2 pot ag	NPY-Y1 PAM-ag	eIF4E 4G PPI	S1P4 agonist
Cc1ccc(-n2nnc3c(=O)n(CC(=O)N4CCOCC4)cnc32)cc1	0	8	3	-11	12	4	-121	-3[fluorescence artefact?]	-0.7
CC(C)(C)c1cc(NC(=O)C2CCCO2)no1 (configuration not stated)	1	-3	23	-10	3	2	-40	-1	1.7
O=C(NCc1ccccc1)C1CCCN(S(=O)(=O)c2cccnc2)C1 (configuration not stated)	-1	0	22	-17	11	0	13	2[fluorescence artefact?]	0.4
CCOC(=O)N1CCC(NC(=O)C2CCCN2C(=O)OCc2ccccc2)CC1 (configuration not stated)	-2	7	11	1	10	6	11	0	-2.4
OCC1CCCC(n2cnc3c(=S)nc[nH]c32)O1 (configuration not stated)	.	12	-6	-7	17	-10	13	-5	-2.0
Nc1cc(S(=O)(=O)Nc2ccc(Br)cc2)ccc1Cl	.	6	-20	-5	4	22	30	4	1.3
c1ccc2sc(NN=C3CCCCCC3)nc2c1	-2	-1	-49	0	11	6	2	-7	1.9
Cn1c(-c2ccc(Cl)cc2)cnc1NCc1cc2c(cc1[N+](=O)[O-])OCO2	-8	6	-17	-7	12	47*	47*	-1	-0.1
COc1ccc(/C(O)=C2/C(=O)C(=O)N(c3ncccn3)C2c2ccc(OC)cc2)cc1 (configuration not stated)	3	-3	12	3	9	-9	-22	-2[fluorescence artefact?]	2.5
C[n+]1cn(CC(O)COCc2ccccc2)c2ccccc21 (configuration not stated)	-5	4	14	-10	.	9	7	-13	0.2
O=c1[nH]nc(N/N=C/c2ccc(Cl)cc2Cl)c(=O)[nH]1	.	6	8	7	12	16	9	-4	0.0
Cc1cccc(CSc2nnc(-c3ccco3)n2C)c1	0	1	-11	-16	13	1	-28	-3	1.1
Cc1ccc(CNC(=O)C2CCCN(S(=O)(=O)c3c(C)n[nH]c3C)C2)cc1 (configuration not stated)	1	-2	-2	-19	1	-12	-74	-12	-4.3
CCCc1cc(=O)c2c(O)cccc2o1	.	-3	-9	-4	12	-21	-10	1	1.9
CN1/C(=C\C(=O)COC(=O)Cn2nnc(-c3ccccc3)n2)C(C)(C)c2ccccc21	5	-1	15	8	24	0	-22	-27	-1.0
NC1=NC(=O)/C(=C/c2ccsc2)S1	-6	3	-44	4	9	0	-11	0	0.8
CC1(C)CC(=O)c2cnc3nc4ccccc4n3c2C1	7	-6	-4	3	8	-3	-20	-1	-1.9
Cc1ccc2nc(N3CCN(C)CC3)c(C#N)cc2c1	11	2	22&-27	2	7&7	1	-31	9	-2.6
O=C(NNC(=O)C12CC3CC(CC(C3)C1)C2)c1cnccn1	1	3	22	3	6	10	-3	-3	-0.4
CCCC1Cc2c(sc3ncnc(N)c23)CO1 (configuration not stated)	-2	10	28	-9	23	6	-8	-9	0.6
O=C(NC1CCCCCC1)C(Cc1ccccc1)n1cccc1 (configuration not stated)	.	-2	19	5	9	-13	-15	2	0.3
Cc1cccc(N(C(=O)Cn2nnc(-c3ccccc3F)n2)C(C(=O)NC(C)(C)C)c2ccncc2)c1 (configuration not stated)	-4	0	23	-8	3	-2	13	1	-1.2
COc1ccc2nc(NC(=O)CSc3nccc(C)n3)sc2c1	-10	3	5	-12	9	35*	20	6	2.0
COc1ccc(OC)c(S(=O)(=O)N2CCC(C(=O)Nc3cccc(C)c3C)CC2)c1	-5	-3	10&-23	-1	10&8	1	26	12	-1.0
Cc1nnc(NC(=O)c2c(F)c(F)c(F)c(F)c2F)s1	-3	4	12	-11	7	18	15	-1	0.9
S=C(Nc1ccc(OCc2ccccc2)cc1)Nc1cccc(Cl)c1Cl	-2	1	-16	-12	3	7	-3	1	-0.4
Cc1ccc(-n2nc3c(c2NC(=O)c2ccc(S(=O)(=O)N4CCOCC4)cc2)CSC3)c(C)c1	-2	5	-34	-6	8	-4	-22	-8	1.3
O=C(NCc1ccccn1)C1CCN(S(=O)(=O)c2ccccc2)CC1	-2	2	24&21	-20	15&9	-6	17	2	-0.3
COc1ccc(CCn2nnnc2C(C(C)C)N2CCN(c3ncccn3)CC2)cc1OC (configuration not stated)	0	6	32	1	.	2	0	4	-0.2
CC(=O)Nc1ccccc1C(=O)C(=O)O	0	-3	-5	0	4	-10	16	3	13*
